HMGR II inh: inhibitors of class II HMG-CoA reductase from Enterococcus faecalis; inhibition, % at 10 µM; actives 0.41% (n = 190,000); purified E. faecalis HMGR, NADPH absorbance 340 nm kinetic;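 active = inhibition above a set limit, the median over all tested compounds plus 3 SD, cut at about 9.5% in these data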;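 also: enzyme runs in reverse so mevalonate oxidation gives rising NADPH absorbance; 0% = complete reaction with DMSO and 100% = background rate lacking mevalonate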
bIAP activator: increases bovine intestinal alkaline phosphatase activity; actives 0.17% (n = 200,000); activation factor at 20 µM; purified bovine IAP, CDP-star luminescence, 30 min; stronger effect = higher value; fold of DMSO-control signal, blank-subtracted;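 active = activation factor of 2 or more at 20 µM, a signal rise over negative controls twice the positive control's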
PPARg SRC-1 ag: PPARgamma-driven SRC-1 recruitment agonism; P37231; PPARgamma-SRC-1 coactivator recruitment biochemical assay; activation, % at 8 µM; actives 0.41% (n = 200,000); in the data active = activation above about 19%;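 also: 0% = DMSO and 100% = reference agonist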
Target sequence (P37231 whole entry, looked up): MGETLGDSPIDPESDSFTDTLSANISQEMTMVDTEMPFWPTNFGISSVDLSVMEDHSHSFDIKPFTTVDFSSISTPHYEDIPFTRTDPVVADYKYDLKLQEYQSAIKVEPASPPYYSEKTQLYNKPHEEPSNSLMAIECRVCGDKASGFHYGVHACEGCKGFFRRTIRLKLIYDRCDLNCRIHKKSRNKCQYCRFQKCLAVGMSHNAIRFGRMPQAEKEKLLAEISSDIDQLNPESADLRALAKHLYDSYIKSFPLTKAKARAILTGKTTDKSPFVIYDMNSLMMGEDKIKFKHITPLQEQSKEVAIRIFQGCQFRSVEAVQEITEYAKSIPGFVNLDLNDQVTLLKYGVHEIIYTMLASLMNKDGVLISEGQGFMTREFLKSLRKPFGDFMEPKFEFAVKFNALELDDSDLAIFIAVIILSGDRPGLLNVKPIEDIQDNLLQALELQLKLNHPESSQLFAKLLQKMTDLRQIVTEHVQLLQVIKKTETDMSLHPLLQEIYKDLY
TNAP act hi DEA: increases human TNAP activity under high phosphate acceptor concentration; 200,000 tested, under 10 active; activation factor at 20 µM; AID 1136; purified TNAP, CDP-star luminescence, 1 M DEA, 30 min; stronger effect = higher value; 0 = EDTA background, 1 = DMSO-only activity; P05186;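 active = activation factor at least 2 at 20 µM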
Target sequence (P05186 whole entry, looked up): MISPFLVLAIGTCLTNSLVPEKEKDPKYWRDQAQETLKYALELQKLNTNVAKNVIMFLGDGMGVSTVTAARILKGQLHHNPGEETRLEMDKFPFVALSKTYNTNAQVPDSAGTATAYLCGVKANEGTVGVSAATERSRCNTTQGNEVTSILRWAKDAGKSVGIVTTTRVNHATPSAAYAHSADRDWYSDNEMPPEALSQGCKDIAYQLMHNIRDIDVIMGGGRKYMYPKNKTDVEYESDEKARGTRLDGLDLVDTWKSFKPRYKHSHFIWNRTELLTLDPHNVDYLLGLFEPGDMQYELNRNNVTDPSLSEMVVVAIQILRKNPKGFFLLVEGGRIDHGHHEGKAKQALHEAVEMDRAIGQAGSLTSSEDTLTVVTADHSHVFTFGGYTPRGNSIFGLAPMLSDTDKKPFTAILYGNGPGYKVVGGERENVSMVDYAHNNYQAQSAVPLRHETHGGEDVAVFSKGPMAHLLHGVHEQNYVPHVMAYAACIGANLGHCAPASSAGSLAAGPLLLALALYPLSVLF
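Control set: EDTA negative control, DMSO positive control / Assay system: human TNAP / Quantity: TNAP 1/800 final / Evaluation: TNAP activation factor scaled between EDTA and DMSO control wells / Measured by: luminescent substrate turnover signal / Compound dosing: one dose, 20 µM / Times: 30 min enzyme reaction at room temperature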
TNAP inh hi DEA: blocks human TNAP under high phosphate acceptor concentration | purified TNAP, CDP-star luminescence, 1 M DEA | inhibition, % at 20 µM | actives 0.03% (n = 200,000);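 active = over 50% inhibition of tissue-nonspecific alkaline phosphatase at 20 µM in the single-dose screen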;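 also: plate controls were DMSO wells for no effect and EDTA-quenched wells as full inhibition for full effect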
PPARg SRC3 recr: agonists of human PPARgamma SRC-3 coactivator recruitment; actives 0.26% (n = 200,000); activation, % at 8 µM; biochemical PPARgamma/SRC-3 coactivator recruitment assay; AID 731; in the data active = activation above about 23%;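 also: 0% = DMSO and 100% = reference agonist; some compounds past the cut are filed as inactive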
SRC2 TRFRET art: counter-screen for PPARgamma SRC-2 recruitment agonists: TR-FRET artefact; AID 1049; TR-FRET ratio at 8 µM; stronger effect = higher value; actives 0.4% (n = 200,000); in the data active = TR-FRET ratio above about 2000; also: inactives centre near 1500
TNAP inh noacc: blocks human TNAP activity with no phosphate acceptor present; P05186; purified TNAP, CDP-star luminescence, 30 min; inhibition, % at 20 µM; actives 0.26% (n = 200,000);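 active = tissue-nonspecific alkaline phosphatase inhibition above about 50% at 20 µM in the single-dose screen, limit read from the data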;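 also: 0% = DMSO negative control and 100% = EDTA positive control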
PPARg SRC2 recr: promotes SRC-2 coactivator recruitment by human PPARgamma; P37231; PPARgamma LBD-SRC-2 recruitment, biochemical; activation, % at 8 µM; actives 0.34% (n = 200,000); AID 1032; in the data active = activation above about 22%;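 also: 0% = vehicle and 100% = reference agonist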
bIAP inhibitor: intestinal alkaline phosphatase (bovine) inhibition; purified bovine IAP, CDP-star luminescence, 30 min; inhibition, % at 20 µM; 190,000 tested, under 10 active;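 active = over 50% inhibition of intestinal alkaline phosphatase at 20 µM in the single-dose screen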
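Assay system: bovine IAP enzyme; medium: DEA buffer 100 mM, pH 9.8, with MgCl2 1.0 mM, ZnCl2 0.02 mM; doses: 20 µM single dose; incubation: enzyme reaction for 30 min at room temperature; detection: CDP-star luminescence signal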
* marks the source's active call; other numbers are inactive results; nt = not tested or not shown.

SMILES	HMGR II inh	bIAP activator	PPARg SRC-1 ag	TNAP act hi DEA	TNAP inh hi DEA	PPARg SRC3 recr	SRC2 TRFRET art	TNAP inh noacc	PPARg SRC2 recr	bIAP inhibitor
O=C(Nc1ccc(O)cc1)/C(=C\c1cccs1)NC(=O)c1ccccc1	-8	1	10	1	2	1	1492	-10	1	5
O=C(CCc1nc2ccccc2[nH]1)Nc1ccc2c(c1)OCO2	0	0.8	-4	1	0	14	1370	-3	1	19
Cc1ccc(NC(=O)COC(=O)C(NS(=O)(=O)c2ccc(Cl)cc2)C(C)O)cc1 (stereo not given)	-1	0.9	10	1	2	8	1658	-10	10	8
CC1(C)NC(=O)N(CCCOc2ccc(Br)cc2Cl)C1=O	0	1	3	1	-4	-3	1453	0	-7	2
CCCCn1c(N)c(N(CCC(C)C)C(=O)CSc2nnc(C)s2)c(=O)[nH]c1=O	-5	0.9	7	1.1	-6	9	1696	-17	6	13
O=c1oc2c(Cl)cc(Cl)cc2cc1-c1nnc(Nc2ccccc2F)s1	-11	0.8	4	1	-4	1	1623	-9	7	19
Cc1ccsc1/C=C(\C#N)C(=O)NCc1cccnc1	-2	1	2	1	-1	-1	1563	-14	-6	-2
COc1ccc(NC(=O)Cn2nc(C)c([N+](=O)[O-])c2C)cn1	-2	1	1	1	3	1	1694	-7	5	2
CCOC(=O)c1c(-c2ncc(C(F)(F)F)cc2Cl)noc1C	3	1.1	-18	1	-4	2	1403	-8	-4	-6
CC(C(=O)Nc1ccc(S(N)(=O)=O)cc1)N1CCc2ccccc21 (stereo not given)	1	0.9	7	1	1	6	1511	-8	-1	7
C[C@]12CC[C@@H]3c4ccc(O)cc4[C@@H](O)C[C@H]3[C@@H]1CC[C@@H]2O	2	0.9	9	1.1	-5	-2	1729	-12	-1	11
N#CCCN(Cc1cccnc1)C(=O)Nc1cccc(Cl)c1	-11	1	0	1.1	-6	-3	1507	-14	2	-1
CCCCCC(=O)N1CC2(CC(c3cccc(NC(=O)c4ccccc4)c3)=NO2)C[C@@H]1C(N)=O (stereo not given in full)	0	1	4	1	-3	-9	1623	-7	9	1
O=C(CN1C(=O)C2C3CC(C(Br)C3Br)C2C1=O)N1CCOCC1 (stereo not given)	0	1	5	1	-1	0	1483	-4	-2	4
C=CCN=c1scc(-c2ccc3c(c2)NC(=O)CO3)n1/N=C(\C)c1ccccn1	-2	0.9	3	1	-2	-3	1593	-10	6	6
Cc1cc2c(c(=O)n1Cc1cccnc1)C(c1cccs1)C(C#N)=C(N)O2 (stereo not given)	-2	1.1	2	1	-4	3	1626	-12	5	-9
O=C(Nc1ccccc1)c1ccc(Br)o1	-2	1.1	8	1	2	2	1665	-6	7	-6
COC(=O)c1ccc(NC(=O)CSc2n[nH]c(-c3ccncc3)n2)cc1	-1	1	0	1	0	-11	1560	-1	-4	3
COc1ccc(NC(=O)N2CCCc3ccccc32)cc1	-2	0.9	6	1.1	-9	1	1638	-15	2	6
CC(C)c1cc(=O)n2[nH]c(N)nc2n1	-5	1.1	-2	1	-5	2	1609	3	5	-14
CCOc1ccc(C(C(=O)NC2CCCCC2)N(C(=O)c2ccccn2)c2cccnc2)cc1 (stereo not given)	-1	1	0	1	-4	7	1489	-7	12	-4
c1ccc2c(N3CCCCC3)nc(N3CCCC3)nc2c1	0	1.2	10	1	-2	-7	1631	-13	-2	-18
O=C(CN1C(=O)NC2(CCSC2)C1=O)N1CCN(c2ccc(F)cc2)CC1 (stereo not given)	nt	0.9	-8	1.1	-8	-9	1554	-17	-2	9
CC(/C=N\NC(=O)c1cc(C)oc1C)=C\c1ccccc1	6	0.9	-5	1	0	2	1493	-11	-1	6
Cc1ccsc1C(=O)OCC(=O)NCc1ccco1	1	1	1	1.1	-5	2	1585	-16	3	-1
Carrying on.
SMILES	HMGR II inh	bIAP activator	PPARg SRC-1 ag	TNAP act hi DEA	TNAP inh hi DEA	PPARg SRC3 recr	SRC2 TRFRET art	TNAP inh noacc	PPARg SRC2 recr	bIAP inhibitor
OCC[C@@H]1C[C@@H](O)[C@H](O)[C@]2(CCCCO2)O1	-2	0.9	-4	1	-4	0	1380	-11	-5	12
CSc1nc2n(n1)C(c1cccs1)C1=C(CCCC1=O)N2 (stereo not given)	-4	1	18	1	-1	3	1936	-2	6	-2
CCc1ccc(-n2c(=O)c3c(C)c(C)sc3n(CC(=O)NCC3CCCO3)c2=O)cc1 (stereo not given)	-1	1	-3	1.1	-8	1	1587	0	-2	-2
Nc1nonc1C(=O)NCCNC(=O)c1ccccc1F	-1	0.8	1	1	-2	3	1496	-11	3	21
Cc1ccc(CNC(=O)c2ccccc2N(C)S(C)(=O)=O)cc1	3	1.1	13	1	-3	4	1615	-2	-2	-9
CCOc1ccc(-c2cc(CCCC(=O)Nc3cc(OC)ccc3OC)no2)cc1	-4	1	-1	1	0	6	1434	-5	-6	-2
Clc1cccc(-c2cc3nc4c(c(N5CCN(c6cnccn6)CC5)n3n2)CCCC4)c1	-3	0.9	1	1	4	9	1568	2	8	9
CCOc1cc(C(=O)OCC(=O)c2c(N)n(C)c(=O)n(C)c2=O)cc(OCC)c1OCC	-3	0.9	6	1	0	1	1442	-13	1	8
COc1ccc2nc(/C=N/NC(=O)[C@H](CCSC)NC(=O)OC(C)(C)C)ccc2c1	-5	0.9	-12	1	1	-2	1493	-25	0	7
CCn1c2ccccc2c2cc(NC(=O)c3cccc([N+](=O)[O-])c3C)ccc21	-3	1	-1	1	-3	-1	1417	3	-2	3
COC(=O)c1ccc(C2c3c(oc4ccccc4c3=O)C(=O)N2CCCN2CCOCC2)cc1 (stereo not given)	0	1	-1	0.9	6	5	1607	-6	-5	-2
COCCNC(=O)CSCc1cc(C)cc(C)c1	-4	1.1	7	1	-2	4	1731	-1	12	-9
Cn1c(SCC(=O)N2CCCCC2)nnc1-c1ccc(S(=O)(=O)N2CCOCC2)cc1	1	0.9	-2	1	-2	4	1326	-7	-7	5
Cc1c(Cl)cccc1NC(=O)CSCC(N)=O	0	0.9	-2	1	1	-10	1356	-8	2	6
Cc1ccn(C(=O)c2ccc(NC(=O)C3CCCCC3)cc2)n1	-7	0.9	-3	1	-5	-3	1463	-2	-1	12
CCOC(=O)c1sc(NC(=O)C2CC2)cc1C	-6	0.9	2	1	-3	-7	1406	-11	-1	6
CC(C)CNc1ncnc2c1sc1nc(N3CCOCC3)c3c(c12)CC(C)(C)OC3	-5	1.1	2	1	-3	5	1449	-5	5	-8
CC1(C)Cc2c(ccc3ccccc23)C(=O)N1	-1	1	3	1.1	-7	15	1726	-10	12	2
Cc1ncc(N=Nc2ccccc2Cl)c(-c2ccccc2)n1	5	1	-2	1	-1	4	1587	-6	1	2
O=C(/C=C/c1ccc([N+](=O)[O-])cc1)N(c1ccccn1)C1CCCCC1	8	1.1	9	0.9	8	1	1767	15	-1	-14
CCOC(=O)N1CCN(C(=O)C(=O)Nc2ccc3nc4n(c(=O)c3c2)CCCCC4)CC1	4	1	8	1	-2	-1	1672	-9	2	-2
CC1CC(C)CN(S(=O)(=O)c2ccc(NC(=S)NC(=O)c3ccccc3)cc2)C1 (stereo not given)	-6	1	-5	0.9	8	-3	1339	-2	-7	5
CCCCNC(=O)c1cc(C)no1	1	1	4	1.1	-5	0	1508	-12	-1	-1
COCCNCC(O)CON=C1c2ccccc2-c2ccccc21 (stereo not given)	-3	1.1	3	1	-4	-3	1436	-12	-2	-14
Cc1[nH]c2ccc(F)cc2c1CCN(Cc1cccnc1)C(=S)Nc1cccc(F)c1	-2	1	8	1.1	-9	6	1631	-12	6	2

Results in bIAP inhibitor, HMGR II inh and TNAP inh hi DEA, for some of the entries so far:
SMILES | bIAP inhibitor | HMGR II inh | TNAP inh hi DEA
Cc1ccn(C(=O)c2ccc(NC(=O)C3CCCCC3)cc2)n1 | 12 | -7 | -5
CCOc1cc(C(=O)OCC(=O)c2c(N)n(C)c(=O)n(C)c2=O)cc(OCC)c1OCC | 8 | -3 | 0

Continued.
SMILES	HMGR II inh	bIAP activator	PPARg SRC-1 ag	TNAP act hi DEA	TNAP inh hi DEA	PPARg SRC3 recr	SRC2 TRFRET art	TNAP inh noacc	PPARg SRC2 recr	bIAP inhibitor
O=C(c1cc2nc(-c3ccccc3)cc(-c3ccccc3)n2n1)N1CCCC1	0	1.3	12	1	-5	7	1608	-8	1	-33
O=C(CSCc1ccccc1)N1CCN(c2cccc(C(F)(F)F)c2)CC1	-8	0.9	3	1	-3	3	1539	-4	4	8
Fc1ccccc1NC(=S)N1CCN(C/C=C/c2ccccc2)CC1	-3	1	5	1	-3	-3	1700	-8	-7	-1
O=[N+]([O-])c1ccc(Oc2cccc(Br)c2)c2ccncc12	1	0.5	-2	1	4	5	1516	4	5	48
Cc1ccccc1OCC(=O)OCC(=O)c1ccc(-c2ccccc2)cc1	6	1	3	1	-2	2	1491	-1	1	2
CCn1ccc(C(=O)Nc2c(C)nn(Cc3c(F)c(F)c(F)c(F)c3F)c2C)n1	-2	0.9	4	1	-4	0	1571	-9	6	5
CCN(CCCNC(=O)CN1C(=O)COc2ccccc21)c1cccc(C)c1	-2	1.1	-2	1.1	-5	-5	1613	-19	5	-9
COc1cc(C2CC(=O)NC3=C2C(=O)CC(C)(C)C3)cc(OC)c1O (stereo not given)	-9	1	11	1.1	-5	-10	1523	-12	-2	0
Cc1cnn(-c2nc(-c3cccs3)cc(C(F)(F)F)n2)c1	0	1	4	1	-3	1	1602	-8	11	4
Fc1cccc(Cn2cc(C(=S)N3CCOCC3)c3ccccc32)c1	2	0.9	-1	1	-2	-1	1724	-2	4	14
CC1CN(C(=O)c2ccc3c(c2)OCO3)CC(C)O1 (stereo not given)	4	0.9	8	1	-1	5	1583	-8	4	7
CCCNC(=O)c1cccc(C(F)(F)F)c1	-1	0.9	6	1	-1	9	1661	-5	0	6
O=C(CN1C(=O)C2C3C=CC(C3)C2C1=O)NCc1ccccc1 (stereo not given)	3	0.9	10	1	-4	18	1400	-12	5	12
CON(C)c1nc(Oc2ccc(=O)[nH]n2)nc(N(C)C)n1	-1	0.9	1	1	1	-4	1409	-6	2	8
C=CCNc1nc(NCc2ccco2)nc(OCC)n1	2	0.8	6	1	-1	9	1554	-8	4	18
O=C(CN(c1ccc(F)cc1)S(=O)(=O)c1ccccc1)Nc1ccccc1C(=O)O	-8	1	-10	1	-5	2	1540	2	4	-2
CC(C)n1cc(NC(=O)C2CC(c3cccc(Br)c3)=NO2)cn1 (stereo not given)	4	0.8	4	1.1	-7	17	1546	-2	7	17
CC1CN(S(=O)(=O)c2ccc(C(=O)Nc3nc(-c4cc5ccccc5o4)cs3)cc2)CC(C)O1 (stereo not given)	-1	0.9	6	1	-1	-3	1621	3	6	8
Cc1ccccc1-c1cc(C(=O)Nc2sc(C(=O)OC(C)C)c(C)c2C#N)c2ccccc2n1	-4	0.9	1	1	-1	6	1525	-9	6	12

Compound profiles, as listed above. Order of screens: HMGR II inh | bIAP activator | PPARg SRC-1 ag | TNAP act hi DEA | TNAP inh hi DEA | PPARg SRC3 recr | SRC2 TRFRET art | TNAP inh noacc | PPARg SRC2 recr | bIAP inhibitor
Fc1ccccc1NC(=S)N1CCN(C/C=C/c2ccccc2)CC1 is listed as -3 | 1 | 5 | 1 | -3 | -3 | 1700 | -8 | -7 | -1
CCCNC(=O)c1cccc(C(F)(F)F)c1 is listed as -1 | 0.9 | 6 | 1 | -1 | 9 | 1661 | -5 | 0 | 6

Screening data from PubChem BioAssay.
